From PubChem BioAssay
NCI-60 one-dose screen, 48 h, at 10 µM unless noted. Numbers give growth in % (100 = growth as untreated, 0 = no growth, -100 = all killed).
HCT-116: HCT-116 colon cancer | 7.3% of 82,000 active | AID 1794798
COLO 205: COLO 205 colon cancer. 7.3% of 79,000 active
NCI-H226: NCI-H226 lung cancer; 3.5% of 79,000 active; AID 1794732
NCI-H322M: NCI-H322M lung cancer | 2.7% of 80,000 active
HT29: HT29 colon cancer; 7.4% of 81,000 active
HCT-15: HCT-15 colon cancer | 5.2% of 82,000 active | AID 1794746
NCI-H522: NCI-H522 lung cancer | 8% of 78,000 active
NCI-H460: NCI-H460 lung cancer | 6.8% of 82,000 active | AID 1794736
NCI/ADR-RES: NCI/ADR-RES ovarian cells; AID 1794790; 4.4% of 81,000 active
Numbers without * were called inactive; / = no result given; [ ] = another dose, or the depositor's remark. How the source made its calls: active means growth percent below 10; inactive means the rest. This is a random part of the collection; 12% or so of the library scored in one or more.

Sequence of screens – HCT-116	COLO 205	NCI-H226	NCI-H322M	HT29	HCT-15	NCI-H522	NCI-H460	NCI/ADR-RES
> COc1cccc(/C=C2\Oc3cc(OCCCN4CCCC4)ccc3C2=O)c1OC
  84	105	86	93	49	76	92	96	97
> CC1CN(CC(=O)Nc2cccc(Cl)c2)CC(C)O1 (stereo not drawn)
  80	/	90	94	87	108	67	103	105
> C(/C=C/c1ccccc1)=C1c2ccccc2-c2ccccc21
  87	112	89	90	97	91	81	95	107
> Nc1ccc(NC(=O)c2ccc(-n3c(=O)[nH]c4ccccc4c3=O)cc2)cc1
  106	105	100	107	110	97	81	106	101
> CC(C)(COC(=O)C(c1ccccc1)c1ccccc1)CN1CCOCC1
  88	107	106	/	90	102	/	108	96
> NC(=O)c1ccc2nc3c(n2c1)C(=O)C(=O)c1ccccc1-3
  -79*	-69*	-50*	-98*	-7.6*	-63*	-49*	-51*	-1.3*
> Cc1nn(-c2ccccc2)c2nc3c(nc12)C(=O)C(=O)c1ccccc1-3
  86	100	101	86	92	86	77	87	89
> CC(=O)Oc1ccc(CC(C(=O)O)c2ccccc2)cc1 (stereo not drawn)
  105	117	106	/	102	105	101	108	119
> O=C(OCc1ccccc1)C(O)c1ccccc1 (stereo not drawn)
  102	110	89	108	110	102	99	103	110
> O=C(O)c1ccc(-n2cc(/C=N/Nc3cc(F)ccc3F)c(-c3ccc(F)cc3F)n2)cc1
  66	113	93	87	94	77	11	83	63
> COc1ccc(C(O)c2cc3c(N)c(C(=O)Nc4cccc(OC)c4)sc3nc2C)cc1 (stereo not drawn)
  6.0*	-43*	46	39	2.5*	16	-27*	1.7*	14
> O=C(O)c1cscc1-c1cccc2ccccc12
  103	107	97	107	106	103	105	108	105
> COc1ccc(CNc2ccc3nc(CCC4CCCCC4)[nH]c3c2)cc1
  51	-24*	74	91	18	42	67	89	70
> CC(=O)c1c2c(n3ccccc13)C(=O)c1ccccc1C2=O
  80	106	95	91	93	94	69	102	94
> Cc1cc(/C=C2\SC(=S)NC2=O)cc(C)c1O
  85	120	91	101	103	84	73	95	90

Six entries from above, arranged by SMILES length, lowest first.
Sequence of screens – HCT-116	COLO 205	NCI-H226	NCI-H322M	HT29	HCT-15	NCI-H522	NCI-H460	NCI/ADR-RES
> C(/C=C/c1ccccc1)=C1c2ccccc2-c2ccccc21
  87	112	89	90	97	91	81	95	107
> CC(=O)c1c2c(n3ccccc13)C(=O)c1ccccc1C2=O
  80	106	95	91	93	94	69	102	94
> CC(C)(COC(=O)C(c1ccccc1)c1ccccc1)CN1CCOCC1
  88	107	106	/	90	102	/	108	96
> Cc1nn(-c2ccccc2)c2nc3c(nc12)C(=O)C(=O)c1ccccc1-3
  86	100	101	86	92	86	77	87	89
> COc1ccc(C(O)c2cc3c(N)c(C(=O)Nc4cccc(OC)c4)sc3nc2C)cc1 (stereo not drawn)
  6.0*	-43*	46	39	2.5*	16	-27*	1.7*	14
> O=C(O)c1ccc(-n2cc(/C=N/Nc3cc(F)ccc3F)c(-c3ccc(F)cc3F)n2)cc1
  66	113	93	87	94	77	11	83	63

(cont.)
Sequence of screens – HCT-116	COLO 205	NCI-H226	NCI-H322M	HT29	HCT-15	NCI-H522	NCI-H460	NCI/ADR-RES
> O=C1C(=O)c2ccccc2C(O)=C1C(C1=C(O)c2ccccc2C(=O)C1=O)c1ccccc1O
  97	120	94	90	107	97	87	102	94
> CC1=CC(O)(C2(O)C=C(C)CC(C)(C)C2)CC(C)(C)C1 (stereo not drawn)
  100	107	106	95	104	103	91	105	106
> CC(=O)Nc1ccc(OCCOc2ccc([N+](=O)[O-])cc2)cc1
  112	142	127	125	97	105	103	103	94
> O=c1[nH]c(-c2ccccc2)nc(CN2CCCCC2)c1O
  105	113	108	136	/	113	116	109	100
> COc1ccc(-n2c(SCC(=O)Nc3ccc(-c4nc5ccccc5[nH]4)cc3)nc3ccccc3c2=O)cc1
  -40*	77	49	52	-5.7*	-11*	-33*	-56*	33
> S=C(c1ccco1)N1CCOCC1
  96	118	99	113	99	97	92	101	103
> CCOC(=O)C(=O)/C(=C\c1ccc(Cl)cc1)C(=O)N1C(=S)NC(=O)C1CC(C)C (stereo not drawn)
  99	109	92	95	108	93	92	102	101
> O=C1NC(=O)/C(=C\c2cccc([N+](=O)[O-])c2)N1
  86	/	117	132	101	106	62	106	46
> CCOC(=O)CSc1ncnc2c1c(-c1ccccc1)c(-c1ccccc1)n2-c1ccc(C)cc1
  54	64	78	94	64	106	47	77	98
> NC(=O)c1cc(I)ccc1NC(=O)/C=C/c1ccccc1
  8.5*	15	57	34	22	25	-19*	1.7*	-37*
> CCOC(=O)c1c(CSc2ccccc2)n(C)c2cc(CN(C)C)c(O)c(CN(C)C)c12
  11	-38*	47	48	20	21	62	35	76
> Cc1nc(NCc2ccco2)c2c3c(sc2n1)CCC3
  77	106	109	79	82	101	60	101	92
> OCCN1CCN(c2ncnc3[nH]ccc23)CC1
  102	110	96	96	96	109	84	100	/
> O=C(Nc1nc(-c2ccccc2)cs1)c1cc(-c2ccc(Cl)cc2)nc2ccccc12
  42	57	68	87	38	37	33	30	78
> COc1ccc(-c2ccc(-c3ccc(C(=N)N)cn3)o2)cc1Cl
  0.4*	-73*	81	77	4.8*	19	59	0.6*	83
> COc1ccccc1/C=N/NC(=O)CSc1nc2ccccc2c(=O)n1Cc1ccc(S(N)(=O)=O)cc1
  101	118	92	93	116	99	66	102	105
> CCOc1ccc2nc(NC(=O)CC(C)=O)sc2c1
  91	110	123	93	106	100	87	101	103
> O=C(Oc1c(Cl)cc(Cl)cc1[N+](=O)[O-])c1ccc(Cl)cc1
  92	127	101	129	107	108	95	115	100
> Nc1ncnc2c1C(c1ccccc1Cl)c1ccc3ccccc3c1O2 (stereo not drawn)
  100	91	75	89	134	104	83	95	96
> Cc1cc(N2CCC(C)CC2)nc(N2CCN(CC(=O)Nc3ccc4c(ccn4C)c3)CC2)n1
  75	86	91	97	63	72	91	92	83
> CC(C)CS(=O)(=O)c1ncnc2nc[nH]c12
  104	116	105	116	84	108	91	107	99
> N#Cc1c(-c2ccccc2Br)n2c(nc1=O)SC(=O)C2
  107	128	95	106	119	97	100	113	107
> Cc1c2c(cc[n+]1Cc1ccccc1)c1ccc(OCc3ccccc3)cc1n2Cc1ccccc1
  -96*	-82*	-12*	-27*	-49*	39	-47*	-88*	65
> COC(=O)c1cc2c(n1Cc1ccccc1)-c1oncc1CCC2
  57	55	/	114	31	41	39	95	40
> COc1ccc(/C=C\C(=O)/C=C/C=C/c2ccccc2)cc1
  78	93	103	96	92	92	/	97	99
> COc1ccccc1Nc1nnc(-c2ccccc2O)o1
  /	107	100	102	99	101	85	105	100
> C=CCOC(=O)C1=C(C)NC2=C(C(=O)CC(C)(C)C2)C1CCC (stereo not drawn)
  100	106	103	98	109	103	87	106	96
> CCC(=O)N(C)C1(C#N)CCCCC1
  107	110	104	105	110	110	104	114	100
> O=C(COc1cccc(/C=C2\COc3ccccc3C2=O)c1)Nc1nccs1
  -100*	87	95	99	-29*	-18*	-31*	88	46
> O=C1C=C(N2CCOCC2)C(=O)C=C1N1CCOCC1
  107	102	99	106	95	100	89	123	99
> N#Cc1c(-c2ccc(F)cc2)nc(SCc2ccc(F)cc2)[nH]c1=O
  67	113	76	93	101	98	74	87	63
> Cc1[nH]c(C(=O)Nc2cc(S(C)(=O)=O)ccc2O)c2c1C(=O)CCCC2
  92	110	108	96	109	98	79	104	115
> Cc1cc(=O)oc2cc(OCCCCOc3ccc(/C=C/C(=O)Nc4cccc([N+](=O)[O-])c4)cc3)ccc12
  91	131	94	101	111	100	89	62	107
> COC(=O)N1CCc2cc(OC)c(OC)cc2C1CC1(O)CCCCC1 (stereo not drawn)
  79[100 µM]	104[100 µM]	88[100 µM]	94[100 µM]	84[100 µM]	77[100 µM]	/	90[100 µM]	87[100 µM]
> COc1ccc(C2C(C#N)=C(N)Oc3cc(O)ccc32)cc1OC (stereo not drawn)
  108	92	100	/	98	99	82	105	110
> COc1ccc2c(c1)/C(=C\c1cn(C)c3ccccc13)C(=O)N2
  98	101	88	106	104	98	94	95	99
> COc1ccc(C(=O)/C=C/c2ccc(Oc3nc(Nc4ccc(F)cc4)nc(N(C)C)n3)c(OC)c2)cc1
  1.0*	93	70	80	59	34	50	26	40
> COc1ccc(-c2c(C(=O)NS(=O)(=O)C3CC3)n(Cc3cccc(C(F)(F)F)c3)c3ccccc23)cc1
  82	96	75	86	95	65	84	75	87
> Cc1cc(C)c(C#N)c(OCC2CCCO2)n1 (stereo not drawn)
  117	115	103	98	103	102	/	108	105
> COC(=O)CC1CC2(C(=O)OC)c3[nH]c4ccccc4c3CCN2C1=O (stereo not drawn)
  102	109	101	106	107	108	89	106	93
> N#Cc1nc(-c2ccccc2)oc1N1CCOCC1
  101	112	97	93	105	102	97	100	103
> Nc1nc(N)c(N=Nc2ccc(S(=O)(=O)Nc3ncccn3)cc2)cc1N=Nc1ccccc1
  102	107	87	73	94	90	87	101	89
> N#Cc1c(-c2cccs2)cc(-c2ccncc2)[nH]c1=O
  103	99	89	100	111	103	95	112	103
> COC(=O)c1ccccn1
  104	112	95	98	105	105	84	108	109
> C[C@H](N[C@@H](CCc1ccccc1)C(=O)O)C(=O)N1Cc2ccccc2C[C@H]1C(=O)O
  104	115	99	/	105	113	/	110	104
> O=C(Cn1c(=O)ccn(CCCCCCOc2ccc(Br)cc2)c1=O)Nc1ccc(Oc2ccccc2)cc1
  47	60	60	97	54	66	42	63	42
> CN(C)c1ccc2nc3ccc(=[N+](C)C)c([N+](=O)[O-])c-3sc2c1
  21	20	73	42	59	32	16	25	7.6*
> CN(C)CCCNc1c2ccccc2nc2ccccc12
  99	100	81	110	83	94	94	98	/
> CCCCOc1ccc(Nc2nc3ccccc3nc2Nc2ccc(OCCCC)cc2)cc1
  49	116	97	106	74	64	88	60	94
> CCOC(=O)CCC1(C(=O)OCC)Oc2ccc(Cl)cc2C1=O (stereo not drawn)
  100	110	102	116	/	101	100	109	109
> CCN(CC)CCSC(=O)c1ccc([N+](=O)[O-])cc1
  103	125	108	/	107	98	100	105	115
> CCCN(CCC)C1N=C(C)Nc2c1sc(=S)n2-c1ccc(OC)cc1OC (stereo not drawn)
  75	98	89	100	87	91	73	116	94
> CC[C@]12C=CCN3CC[C@@]4(c5cc(NC(=O)CCC(=O)OCc6cn(Cc7ccc(F)cc7)nn6)c(OC)cc5N(C)[C@H]4[C@@](O)(C(=O)OC)[C@@H]1OC(C)=O)[C@@H]32
  96	107	95	94	103	105	99	106	109
> OC1CC(c2ccccc2)C1(c1ccccc1)c1ccccc1 (stereo not drawn)
  101	108	94	117	102	100	74	92	107
> CCN1/C(=C/C=C/C=C/c2sc3ccccc3[n+]2CC)Sc2ccccc21
  -26*	-88*	12	5.1*	-66*	-21*	-58*	-70*	56
> COc1ccc(-c2cc(OC)c(OC)cc2-c2nc(-c3ccccc3)c(-c3ccccc3)n2Cc2ccccc2)cc1OC
  26	42	64	50	41	56	53	44	33
> CCCCCCCCCCCCCCCCCC(=O)Oc1ccc(OCc2ccccc2)cc1
  115	104	96	115	101	107	107	117	107
> NCCCCn1c(SCCc2c[nH]c3ccccc23)nnc1-c1ccc2ccccc2n1
  -94*	-67*	55	18	-45*	-1.2*	-73*	-77*	62
> COC(=O)C1=C(\O)CCCC/C=C\1C(=O)O
  101	109	132	106	101	108	99	100	99
> COc1ccc(-n2c(C(=O)c3c[nH]c4ccccc34)n[nH]c2=S)cc1
  90	101	84	102	95	74	84	99	104

Later entries.
Sequence of screens – HCT-116	COLO 205	NCI-H226	NCI-H322M	HT29	HCT-15	NCI-H522	NCI-H460	NCI/ADR-RES
> CCNC(=O)Oc1ccc(/C(=C(/C)c2ccc(OC)cc2)c2ccc(OCCN3CCCC3)cc2)cc1
  56	92	97	98	29	70	98	91	85
> CC(=O)C(N=Nc1ccc(S(N)(=O)=O)cc1)C(=O)Nc1ccc(Cl)cc1 (stereo not drawn)
  99	108	90	99	107	103	89	106	103
> C1CN(c2nc(N3CCOCC3)c3[nH]c(N4CCOCC4)nc3n2)CCO1
  104	121	111	116	115	215	108	120	105
> COc1ccc(-c2nn3c(CCC(=O)c4nc5ccccc5[nH]4)nnc3s2)cc1
  96	/	98	89	110	101	95	105	94
> C=CC(=O)NC(C)C
  97	107	100	114	98	100	88	104	103
> CC(C)CCSc1nc(-c2ccc(F)cc2)c(C#N)c(N2CCOCC2)n1
  99	105	95	103	76	94	64	94	95
> O=C1CCC(=O)c2ccc3c4c(ccc1c24)CC3
  102	99	101	107	106	96	/	108	114
> C#CCC[C@H](N)C(=O)O
  100[20 µM]	/	107[20 µM]	102[20 µM]	101[20 µM]	106[20 µM]	98[20 µM]	113[20 µM]	108[20 µM]
> c1ccc(-c2ccc(-c3nc4cnccn4c3NCCN3CCOCC3)cc2)cc1
  83	/	90	82	90	98	84	99	95
> COc1cc2cc(Oc3ccc(NC(=O)Nc4ccc(F)c(C(F)(F)F)c4)cc3)c(C)nc2cc1OCCN1CCOCC1
  9.7*	-6.6*	37	61	8.4*	14	14	7.2*	12
> COc1cc(/C=N\Nc2ccccc2[N+](=O)[O-])cc(OC)c1OC
  74	107	97	86	83	95	90	90	97
> CC12CCC(C1)C(C)(C)/C2=N\N=C(N)N (stereo not drawn)
  116	135	113	108	121	104	112	101	103
> CC(Br)C(OC(=O)c1ccc(Cl)cc1)c1cc2c(cc1Br)OCO2 (stereo not drawn)
  74	107	77	80	85	94	85	99	90
